Screens deposited in PubChem BioAssay by Broad Institute.
RAD54 inh = RAD54 (human) branch migration inhibition. Q92698. RAD54 Holliday junction branch migration, FAM/BHQ fluorescence. inhibition, % at 10.4 µM. 360,000 compounds, 0.14% hits;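 active means mean normalized replicate activity at least 40 and at least half of replicates scoring 40 or more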;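 further: 0% = median of neutral control wells and 100% = median of positive control wells; inhibitors cause a drop in the FAM fluorescence signal; in these data hits start at about 50%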
miR-122 sensor = blocks miR-122 activity in Huh7 sensor cells; AID 602342; Huh7 miR-122 Renilla luciferase sensor, 48 h; neutral wells = 0, positive control = 100; 340,000 compounds, 0.3% hits; activation (reporter increase), % at 12.5 µM;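 active means mean replicate activation score at least 90 and every replicate individually at or above 90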;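 further: higher luciferase means less miR-122 activity so hits act as miR-122 inhibitors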
RAD52 anneal inh = RAD52 (human) annealing inhibition | P43351 | recombinant RAD52 DNA annealing, FRET fluorescence | inhibition, % at 18.7 µM | 360,000 compounds, 0.46% hits;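 active means every replicate showing at least 50% inhibition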
Target sequence (P43351 whole entry, looked up): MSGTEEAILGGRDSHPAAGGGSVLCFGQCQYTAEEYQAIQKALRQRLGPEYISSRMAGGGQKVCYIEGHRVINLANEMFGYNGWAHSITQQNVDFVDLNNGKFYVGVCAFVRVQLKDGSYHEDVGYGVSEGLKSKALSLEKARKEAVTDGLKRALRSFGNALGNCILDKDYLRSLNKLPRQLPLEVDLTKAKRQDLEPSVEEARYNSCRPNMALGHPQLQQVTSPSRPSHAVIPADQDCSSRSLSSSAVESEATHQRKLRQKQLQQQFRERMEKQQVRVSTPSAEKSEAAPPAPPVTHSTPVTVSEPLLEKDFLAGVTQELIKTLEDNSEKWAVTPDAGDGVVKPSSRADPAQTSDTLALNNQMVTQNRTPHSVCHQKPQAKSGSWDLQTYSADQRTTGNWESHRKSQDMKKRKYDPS
Cneo AK release = causes C. neoformans cell lysis. 360,000 compounds, 0.2% hits. adenylate kinase release luminescence, 4 h; normalised: neutral wells 0, clomiphene wells 100. lysis activity, % at 15 µM;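 active means mean lysis activity across replicates of at least 80%, whatever share of replicates individually reach that level; inactive means mean lysis activity below 80%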
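Material – log-phase Cryptococcus neoformans yeast cells · Input – 5 × 10^6 yeast cells/mL · Medium – fresh YPD growth medium · Doses – single compound concentration per well · Timing – static 4 h at 37 °C with compound, 1 h detection · Detection – adenylate kinase release luminescence · Read-out – signal increase indicating cell lysis · Control set – Clomiphene as positive lysis control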
PglD inh = blocks C. jejuni PglD acetyltransferase activity. purified PglD enzyme, DTNB colorimetric CoA detection. inhibition, % at 12.5 µM. 360,000 compounds, 0.098% hits; in the data active means inhibition above about 16%, passing the limit was not always enough; further: strong numbers were not always called active
E-sel inducer = E-selectin induction on HUVECs | P16581 | HUVEC E-selectin immunofluorescence imaging; normalized: neutral wells 0, TNF-alpha wells 100 | activation, % at 7.58 µM | 260,000 compounds, 0.37% hits;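 active means mean E-selectin-positive cell signal at least 10% of the positive control, reached in at least 60% of replicates, without over 20% cell loss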;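 further: in these data hits start at about 27%; measured in HUVEC primary endothelial cells; signal is the percent of cells scored E-selectin positive by PE staining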
Target sequence (P16581 whole entry, looked up): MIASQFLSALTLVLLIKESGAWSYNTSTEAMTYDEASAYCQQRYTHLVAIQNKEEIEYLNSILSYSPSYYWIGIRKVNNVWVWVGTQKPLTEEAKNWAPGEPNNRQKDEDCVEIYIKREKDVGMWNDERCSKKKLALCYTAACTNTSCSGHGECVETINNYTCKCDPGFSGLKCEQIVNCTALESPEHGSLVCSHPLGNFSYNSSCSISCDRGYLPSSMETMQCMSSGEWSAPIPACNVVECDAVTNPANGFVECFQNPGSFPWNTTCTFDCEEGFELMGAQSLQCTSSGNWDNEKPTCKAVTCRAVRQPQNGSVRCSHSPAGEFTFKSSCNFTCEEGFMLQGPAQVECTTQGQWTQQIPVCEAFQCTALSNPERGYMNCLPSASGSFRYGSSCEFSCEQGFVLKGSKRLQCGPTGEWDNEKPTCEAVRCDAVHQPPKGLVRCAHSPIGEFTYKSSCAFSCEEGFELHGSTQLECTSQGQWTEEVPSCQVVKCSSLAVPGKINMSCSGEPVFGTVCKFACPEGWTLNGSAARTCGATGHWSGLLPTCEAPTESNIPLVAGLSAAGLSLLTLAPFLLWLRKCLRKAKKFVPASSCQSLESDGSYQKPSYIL
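assay system = HUVEC, human umbilical vein endothelial cells | input = 3,000 HUVEC seeded per well | medium = EGM-2 growth medium on 0.1% gelatin-coated wells | dosing = one compound dose added by pin transfer | signal = immunofluorescence imaging | read-out basis = % PE-positive cells | control set = TNF-alpha, DMSO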
PGC1a acetyl inh = modulators of PGC1a acetylation | 350,000 compounds, 0.17% hits | AID 651687 | U2OS PGC1a acetylation, AlphaScreen anti-acetyl-lysine; with virally co-expressed GCN5 acetyltransferase | inhibition, % at 15.6 µM;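 active means every replicate shows inhibition of at least 40%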;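 further: 0% = neutral control wells and 100% = positive control wells; some results beyond the cut were filed as inactive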
ERAP1 HTS inh = inhibitors of human ERAP1 aminopeptidase; Q9NZ08; recombinant ERAP1, Leu-AMC fluorescence, 60 min; inhibition, % at 10.7 µM; 340,000 compounds, 0.15% hits;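 active means mean replicate inhibition of at least 30%, or all replicates individually reaching that 30% level; inactive means mean below 30% and not every replicate reaching it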;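 further: 0% = neutral control wells and 100% = L-leucinethiol positive control wells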
* marks the source's active call; other numbers are inactive results; nt = not tested or not shown; [ ] = remark or other dose.

SMILES	RAD54 inh	miR-122 sensor	RAD52 anneal inh	Cneo AK release	PglD inh	E-sel inducer	PGC1a acetyl inh	ERAP1 HTS inh
O=C(O)CCCn1cc(NC(=O)COc2cc(F)ccc2[N+](=O)[O-])cn1	nt	-2	-13	nt	nt	nt	-1	8
CCOc1ccc(CNC(=O)c2ccc3nc(N4CCOCC4)sc3c2)cc1	-2	19	0	2	nt	8.1	-6	3
COC(=O)Cn1c(CN2CCN(C(=O)c3ccco3)CC2)nc2c1c(=O)n(C)c(=O)n2C	0	-3	1	4	-1	nt	-3	-4
O=C(CSc1nnc(-c2ccco2)o1)c1ccc([N+](=O)[O-])cc1	-4	-10	-37	1	-4	-0.2	0	2
CC(=O)Nc1ccc(S(=O)(=O)NNC(=O)c2sc(=S)n(C)c2C)cc1	14	0	-12	0	-5	nt	nt	7
COC(=O)c1ccc(COC(=O)c2ccc(CO)cc2)o1	0	0	-8	0	1	nt	18	-2
Cc1cccc(C)c1NC(=O)COC(=O)C1Cc2ccccc2CN1C(=O)c1ccccc1 (configuration not stated)	-21	2	nt	1	6	nt	-4	nt
Cc1cccn2c(=O)c3cc(C(=O)NCc4cccnc4)c(=N)n(C(C)C)c3nc12	29	18	nt	-1	nt	-2.3	5	nt
COc1cccc(/C=N/NC(=O)c2[nH]c(C)c(C(=O)N/N=C/c3cccc(OC)c3)c2C)c1	2	-1	nt	0	-3	-2.8	-2	nt
COCCCNC(=S)Nc1ccc(OC(F)F)cc1C	5	2	1	4	6	4.9	nt	nt
COCCNC(=S)N/N=C/c1ccc([N+](=O)[O-])cc1	1	-4	-23	0	2	5.2	-5	-1
C[C@@H]1CN([C@@H](C)CO)C(=O)Cc2cc(NS(=O)(=O)c3cn(C)cn3)ccc2O[C@H]1CN(C)S(=O)(=O)c1ccccc1	-5	2[16.7 µM]	4	-3	1	0.1	7	1
C=CCC1(CC=C)CCCN1C(=O)C1CCC(=O)N(CCc2ccc(Cl)cc2)C1 (configuration not stated)	-5	nt	-7	-1	-1	nt	nt	1
O=C(C1COc2ccccc2O1)N1CCN(c2ccc(F)cc2)CC1 (configuration not stated)	15	nt	-9	0	-5	nt	3	-1
COCC#Cc1ccc2c(c1)O[C@H](CN(C)S(=O)(=O)c1cccc(F)c1)[C@H](C)CN([C@H](C)CO)S2(=O)=O	6	5[16.7 µM]	-26	-1	-3	-0.2	-2	-2
S=C1N(c2ccccc2)C(c2cccc3ccccc23)N2CCCN12 (configuration not stated)	11	-3	nt	2	-5	nt	1	nt
CCOC(=O)NC(=O)CSc1nc2ccccc2[nH]1	nt	nt	-12	nt	nt	0.1	9	-2
Cc1cccc(-c2nnc(SCC#N)n2C)c1	8	-8	5	-2	-2	-7.8	4	7
COc1ccc([N+](=O)[O-])cc1NC(=S)NC(NC(=O)Cc1ccc(OC)c(OC)c1)C(Cl)(Cl)Cl (configuration not stated)	5	1	nt	-3	-9	-0.1	-5	nt
CC(=O)Nc1ccc(S(=O)(=O)Nc2ccc3[nH]c(=O)[nH]c3c2)cc1	3	1	-9	1	-1	nt	nt	1

The list goes on, overlapping the part above by 4 compounds.
SMILES	RAD54 inh	miR-122 sensor	RAD52 anneal inh	Cneo AK release	PglD inh	E-sel inducer	PGC1a acetyl inh	ERAP1 HTS inh
CCOC(=O)NC(=O)CSc1nc2ccccc2[nH]1	nt	nt	-12	nt	nt	0.1	9	-2
Cc1cccc(-c2nnc(SCC#N)n2C)c1	8	-8	5	-2	-2	-7.8	4	7
COc1ccc([N+](=O)[O-])cc1NC(=S)NC(NC(=O)Cc1ccc(OC)c(OC)c1)C(Cl)(Cl)Cl (configuration not stated)	5	1	nt	-3	-9	-0.1	-5	nt
CC(=O)Nc1ccc(S(=O)(=O)Nc2ccc3[nH]c(=O)[nH]c3c2)cc1	3	1	-9	1	-1	nt	nt	1
O=[N+]([O-])c1cc(Br)c(Nc2ccccc2)c([N+](=O)[O-])c1	8	nt	-6	0	-11	0.0	nt	-2
C=CCn1c(SCC(=O)c2c(N)n(CCC)c(=O)n(C)c2=O)nc2sc(CC)cc2c1=O	1	1	nt	4	0	nt	1	nt
COc1cccc(NC(=O)N2CC3(C2)[C@H](c2ccccc2)[C@H](CO)N3C(=O)C2CC2)c1	nt	nt	-33	nt	nt	-0.1	-1	0
CCCCc1cc(=O)oc2cc(O)ccc12	nt	-8	1	nt	nt	nt	0	-115
CC(=O)Nc1ccc(-c2sc(Nc3ccccc3)n[n+]2C)cc1	-10	-8	-64	0	-1	nt	9	3
O=C(c1ccc(N2CCN(C(=O)c3cccc(F)c3)CC2)cc1)c1cccc(F)c1	-11	nt	-14	0	-2	nt	nt	1
CC(=O)NC(Cc1ccc(F)cc1)C(=O)O (configuration not stated)	-10	1	nt	2	6	nt	-1	nt
O=C(NNC(=O)c1ccc[nH]1)Nc1cc(Cl)cc(Cl)c1	5	1	-8	-1	1	nt	3	-2
COc1ccc(-n2nc(C(=O)NCC(=O)NCCN(C)C)c3ccccc3c2=O)cc1	15	-4	4	0	nt	-0.1	3	0
COCC#Cc1cnc2c(c1)C(=O)N([C@H](C)CO)C[C@H](C)[C@@H](CN(C)C(=O)c1cnccn1)O2	6	-6[16.7 µM]	-10	2	14	nt	5	3
COc1ccc(Cn2nnc3c(=O)[nH]c(C4CCCN(C(=O)c5ccccc5)C4)nc32)cc1 (configuration not stated)	3	-1	8	-3	nt	0.0	4	0
COc1ccc(C=C2SC(=S)NC2=O)cc1	-7	3	-20	-1	-6	0.3	nt	-2
COc1ccccc1C(=O)OCC(=O)NCCNC(=O)COC(=O)c1ccccc1OC	-9	-4	-9	6	-3	0.4	nt	-2
COc1cc(-c2nc3n(n2)C(c2ccc(F)cc2)C2=C(CCCC2=O)N3)cc(OC)c1OC (configuration not stated)	4	-10	-8	nt	-1	nt	-12	2
CNC(=O)c1ccccc1NC(=O)c1cccc(S(=O)(=O)N2CCCCC2)c1	-4	-3	-5	-4	-2	0.8	5	0
COc1ccccc1NC(c1cccnc1)c1ccc2cccnc2c1O (configuration not stated)	2	-3	-6	2	8	3.2	15	1
COc1ccc(CCNC(=O)C2CCCN(S(=O)(=O)c3ccc(F)cc3)C2)cc1OC (configuration not stated)	-2	-2	0	1	-6	-0.4	-5	2
CCOc1ccccc1C(=O)NCC(=O)NCC(c1ccco1)N1CCCCC1 (configuration not stated)	-7	0	-2	2	-2	-0.1	-1	-2
Cc1cccc(OCC(=O)Nc2nnn(C)n2)c1C	-29	-5	nt	35	-5	nt	3	nt
COc1ccc(CCC(=O)NC2CCC(C)CC2)cc1 (configuration not stated)	-5	1	-17	0	3	nt	-4	-1
N=c1occ(C(=O)c2cc(F)ccc2O)cc1C(=O)NC1CCCCC1	nt	1	-37	nt	nt	-0.8	-9	-3
Nc1cc(=O)[nH]c(SCC(=O)Nc2ccc(Br)cc2)n1	-2	-2	nt	-1	0	nt	-4	nt
C[C@@H]1CN([C@H](C)CO)C(=O)c2cccc(NC(=O)c3nc4ccccc4s3)c2O[C@H]1CN(C)C	7	-3[16.7 µM]	9	3	4	0.4	-9	0
C[C@H]1CN([C@@H](C)CO)C(=O)c2cccc(NC(=O)c3nc4ccccc4s3)c2O[C@@H]1CN(C)CC1CCCCC1	7	21[16.7 µM]	5	1	3	0.0	10	2
C[C@@H]1CN([C@@H](C)CO)C(=O)c2cccc(NC(=O)CCCCCC(=O)Nc3ccccc3N)c2O[C@@H]1CN(C)C(=O)Nc1ccc2c(c1)OCO2	nt	nt	6	nt	nt	0.2	-3	-1
Cc1cccc(C(=O)NCCNC(=O)c2cnccn2)c1	0	nt	-12	-4	-1	0.0	nt	-1
O=C(O)C1=CC[C@@H](c2ccc(Cl)cc2)N(S(=O)(=O)c2ccc(Cl)cc2)C1	-15	nt	-101	1	2	nt	nt	-2
O=C(NC1CCCCC1)N1CC(=O)N2[C@H](CO)[C@@H](c3ccc(-c4ccccc4)cc3)[C@H]2C1	nt	nt	7	nt	nt	-0.1	-4	-1
CCCNC(=O)N(C)C[C@@H]1Oc2ncc(/C=C/c3ccccc3)cc2C(=O)N([C@@H](C)CO)C[C@@H]1C	7	-5[16.7 µM]	2	6	0	-0.3	-9	1
COC(=O)c1scc2c(=O)cc(C(F)(F)F)[nH]c12	-9	-1	-15	-3	-1	nt	6	0
O=C(NNC(=O)c1ccccc1Cl)c1ccc(-n2cncn2)c([N+](=O)[O-])c1	2	-3	-6	0	-7	-0.4	-4	-2
CCc1ccc(NC(=O)c2cc(-c3ccc(OC)cc3)on2)cc1	6	-8	-5	-1	0	nt	-3	1
Cc1ccc(C)c(N2CCN(Cc3nnnn3C3CCCCC3)CC2)c1	-2	-4	nt	0	-2	nt	-22	nt
NS(=O)(=O)c1cccc(NC(=O)CCCNC(=O)c2ccc(Cl)cc2)c1	0	0	4	1	-2	nt	nt	-5
CCOC(=O)c1nc2sc3c(c2c(=O)n1C(C)C(=O)OCC)CCCC3 (configuration not stated)	nt	1	12	-1	-3	1.3	0	-1
Cc1cc(C)c(S(=O)(=O)Cc2ccc(Cl)cc2)c(=O)[nH]1	nt	4	4	nt	nt	nt	-13	2
CCOC(=O)C1C(=O)CC(C)(O)C(C(=O)OCC)C1c1ccc2c(c1)OCO2 (configuration not stated)	1	-8	nt	-3	1	nt	-8	nt
Cc1ccc(CNC(=O)CCCNC(=O)c2ccc(Cl)cc2)n1C	-6	0	nt	2	-6	nt	nt	nt
Cc1cccc(C(O)c2ncc(-c3ccc(F)cc3)[nH]2)c1C (configuration not stated)	11	-1	-20	1	4	0.1	6	1
Cc1cc(C(=O)Nc2ccc([N+](=O)[O-])cn2)cs1	-7	-3	-11	-2	-2	nt	5	-2
COc1ccc(C(=O)OCc2c(-c3cccc(OC)c3)ncc3ccccc23)cc1	-3	1	-20	2	1	-0.1	-3	nt
COc1cc(CNc2ccc3[nH]c(=O)[nH]c3c2)cc(Br)c1OCc1ccccc1F	-6	-15	-3	2	0	nt	8	-1
C[C@H]1CN([C@@H](C)CO)C(=O)c2cc(NC(=O)Nc3ccc(C(F)(F)F)cc3)ccc2O[C@H]1CN(C)Cc1ccc(-c2ccccc2)cc1	-3	-12[16.7 µM]	3	-3	0	-0.1	-3	1
OC(CN1CCCCC1)Cn1c(C(F)(F)F)nc2ccccc21 (configuration not stated)	-7	-4	nt	0	-1	nt	-5	nt
C[C@@H]1CN([C@@H](C)CO)S(=O)(=O)c2ccc(-c3cccc(C#N)c3)cc2O[C@@H]1CN(C)C	-1	-4[16.7 µM]	-5	-2	0	0.6	11	-1
CC1CCN(S(=O)(=O)c2ccc3c(c2)N(CC(=O)NCCCN2C(C)CCCC2C)C(=O)CO3)CC1 (configuration not stated)	-12	-2	-14	2	-3	nt	4	-2
C[C@@H]1C=C[C@](Cc2ccccc2)(C(=O)O)N1C(=O)c1ccccc1	-4	nt	-7	6	-4	12	nt	nt
COc1cc2ccccc2cc1C(=O)N1CCN(c2ccccn2)CC1	-5	1	-6	-1	-5	0.0	-4	-8
O=C(NCCSCc1ccccc1)c1ccc(Cl)c(S(=O)(=O)N2CCOCC2)c1	-4	-2	nt	-2	-3	nt	-10	nt
O=C(COC(=O)c1n[nH]c2ccccc12)Nc1ccc(S(=O)(=O)N2CCCC2)cc1	-4	5	nt	1	-2	nt	2	nt
